High-throughput results from PubChem.
NTR1 ag = agonists of NTR1, primary screen, imaging, U2OS cells, beta-arrestin-GFP, high content (AID 493036) | activation, % at 20 µM | 0.17% of 330,000 active | Neurotensin receptor type 1 (Homo sapiens), P30989 | NTR1-U2OS beta-arrestin-GFP spot imaging, agonist mode;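 active = activation at or above 40% of the spot to cytoplasm intensity ratio, with at least 20 cells analyzed; inconclusive = wells under 20 cells, flagged as cytotoxic or low count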;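 note: 0% = DMSO without peptide and 100% = 100 nM NTR1 peptide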
Target sequence (P30989 whole entry, looked up): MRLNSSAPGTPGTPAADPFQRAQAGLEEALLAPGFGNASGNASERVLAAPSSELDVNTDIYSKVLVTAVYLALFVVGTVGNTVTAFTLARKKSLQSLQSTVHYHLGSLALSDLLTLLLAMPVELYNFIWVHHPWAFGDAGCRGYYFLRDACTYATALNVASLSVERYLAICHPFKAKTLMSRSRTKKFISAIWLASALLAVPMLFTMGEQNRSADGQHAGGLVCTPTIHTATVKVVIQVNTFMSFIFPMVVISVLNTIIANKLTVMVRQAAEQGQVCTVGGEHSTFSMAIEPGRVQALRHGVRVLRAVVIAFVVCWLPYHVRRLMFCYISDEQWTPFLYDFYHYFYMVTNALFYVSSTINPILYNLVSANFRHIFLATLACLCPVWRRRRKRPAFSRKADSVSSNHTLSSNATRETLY
Myeloid diff 2 = induction of myeloid progenitor differentiation, primary screen, cell-based, flow cytometry, MLPCN library | ER-HoxA9 myeloid progenitors, lysozyme-GFP differentiation | calls only at 10 µM | 1% of 360,000 active;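 active = normalized GFP-positive differentiation at or above the plate's own cutoff, the solvent-only control mean plus 3 SD; inconclusive = no clear call, values can overlap the other calls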;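 note: cells exposed to compound for four days before flow analysis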
T cell HTS = modulators of CD8 T cell-vesicle binding, primary screen, mouse 2C CD8+ T cells, flow cytometry; 2C CD8+ T cell-vesicle binding; stronger effect = lower value; AID 2052, 2009; 0.068% of 330,000 active; calls only at 7 µM;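 active = response, share of CD8 T cells binding vesicles, and their 90th percentile fluorescence all below set limits, cut at about 80% in these data, passing the limit was not always enough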
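Assay system: 2C TCR transgenic mouse naive CD8+ T cells, MACS-purified | Read-out: CD8+ gate FL2 mean fluorescence as % of same-row positive control | Signal: High-throughput flow cytometry with anti-B7-1 and anti-CD8 staining | Timing: Binding step 1.5 h, 37 °C, antibody labelling 20 min, ice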
UTI89 phage lysis = inhibition of K1F phage lysis, E. coli UTI89, bacterial capsule biogenesis inhibitors, alamar blue (AID 488966); E. coli UTI89 K1F phage lysis, alamar blue, 2 h; higher % means a stronger effect; inhibition, % at 100 µM; hits with a dose series show IC50 in µM; 0.02% of 340,000 active;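 active = phage lysis inhibition, versus mean bacterial control, above a set limit; inconclusive = no clear call, values can overlap the other calls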;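 note: capsule biogenesis inhibitors block K1F phage lysis so surviving cells raise fluorescence; higher fluorescence means more inhibition of phage lysis; actives were called in the ten point dose series up to 300 µM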
RSV antiviral HEp-2 = RSV antiviral activity via CPE protection, HEp-2 cells, primary 10 µM value included (AID 2391). HEp-2 cells, RSV-induced CPE inhibition; higher % means a stronger effect. CPE inhibition, % at 10 µM, or IC50 in µM where a hit was titrated. 0.13% of 310,000 active; in the data active = a potency from the dose series; inconclusive = CPE inhibition mostly from about 23% at the one dose, without a potency; inactive = the rest, 99 in 100 with CPE inhibition below about 21%; note: strong numbers were not always called active
TNAP activators = human TNAP enzyme activators, primary screen, biochemical, luminescent, no phosphate acceptor, uHTS (AID 1001); 0.03% of 200,000 active; Alkaline phosphatase, tissue-nonspecific isozyme (Homo sapiens); one-dose activation fold at 20 µM; EC50 in µM for titrated hits; purified TNAP, luminescent activation assay, no phosphate acceptor; higher activation fold means a stronger effect; in the data active = activation fold from about 3, or a potency from the dose series; inactive = the rest, 99 in 100 with activation fold below about 1.6; note: many of its hits are not listed in these tables
Salmonella PhoP GFP = inhibitors of PhoP regulon expression, primary screen, Salmonella Typhimurium, GFP reporter (AID 1863) | S. Typhimurium PhoP-regulated promoter GFP reporter, 4 h; higher % means a stronger effect | inhibition, % at 50 µM; hits with a dose series show IC50 in µM | 0.16% of 300,000 active;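 active = inhibition over 29.93%, a cutoff 3 SD above the screen mean, later confirmed by dose response; inconclusive = inhibition over 29.93% but no dose response follow-up; inactive = inhibition at most 29.93% or unconfirmed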;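 note: 0% = low Mg2+ inducing control and 100% = high Mg2+ repressing control; strong numbers were not always called active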
MgcRacGAP inhibition = MgcRacGAP GTPase-activating activity inhibitors, confirmation, biochemical, ADP Hunter fluorescence. MgcRacGAP-stimulated Rac1 GTP hydrolysis, ADP Hunter fluorescence; higher % means a stronger effect; GST-tagged Rac1 F28L mutant substrate. one-dose inhibition, % at 30 µM; IC50 in µM for titrated hits. 0.6% of 340,000 active. AID 624330, 2012;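 active = first-screen hits whose inhibition reached a set limit at any dose in the follow-up dose series; inconclusive = inhibition above the set first-screen limit but never retested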;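 note: fluorescence reports GDP produced by GAP-driven GTP hydrolysis; strong numbers were not always called active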
Large T inhibition = SV40 large T antigen inhibitors, biochemical (AID 1903) | SV40 large T antigen ATPase/helicase inhibition assay; higher % means a stronger effect | 0.39% of 310,000 active | one-dose inhibition, % at 20 µM; IC50 in µM for titrated hits; in the data active = a potency from the dose series; inconclusive = inhibition mostly from about 32% at the one dose, without a potency; inactive = the rest, 99 in 100 with inhibition below about 32%; note: strong numbers were not always called active
T cell HTS vesicle-bound % = second read-out of T cell HTS, no call of its own (marks repeat the call); double positive events, %; measured here: CD8+ vesicle-bound cell fraction;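 binding gate set so that unloaded-vesicle control wells show 10% double positive cells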
NTR1 ag cell count 20 µM = recorded beside NTR1 ag, whose call it bears; cell count; measured here: cell count, cytotoxicity flag
Myeloid diff 2 GFP+ MAC1+ % = further read-out of Myeloid diff 2, marked with its call; GFP+ MAC1+ double positive, %; measured here: differentiation confirmed by MAC1 staining
* = called active by the depositor; i = inactive; ? = inconclusive; . = not tested or not shown; + = active, no number; [ ] = another dose, or the depositor's remark.

SMILES	NTR1 ag	NTR1 ag cell count 20 µM	Myeloid diff 2	Myeloid diff 2 GFP+ MAC1+ %	T cell HTS	T cell HTS vesicle-bound %	UTI89 phage lysis	RSV antiviral HEp-2	TNAP activators	Salmonella PhoP GFP	MgcRacGAP inhibition	Large T inhibition
Cc1nn(C)cc1C(C(=O)NC1CCCCC1)N(C(=O)c1cnccn1)c1ccc(Oc2ccccc2)cc1 (stereo not given)	-0.2	61	i	0.3	i	49.0	0.0%	1.5%	1.1	2.5%	-4.9%	6.3%
C=CCNC(=O)c1cccc(C(F)(F)F)c1	-1.1	65	i	9.7	i	7.1	0.0%	-0.2%	1.1	-18.2%	4.1%	7.7%
COc1cc2c(cc1OC)C(c1cccs1)CC(=O)N2 (stereo not given)	-3.7	94	i	0.5	i	16.6	-0.2%	0.9%	1.1	-4.8%	1.7%	20.6%
C=CCNc1nc(N)c([N+](=O)[O-])c(NC2CCCCC2)n1	5.1	87	i	1.0	i	46.4	0.4%	6.7%	.	2.8%	4.4%	6.1%
CCCc1cc(=O)[nH]c(SCC(=O)c2c(N)n(C)c(=O)n(C)c2=O)n1	-0.2	45	.	.	i	24.1	0.9%	0.9%	1	2.0%	3.9%	1.1%
Cc1ncoc1C(=O)Nc1cccc(Cl)c1C	-1.6	57	i	0.9	i	51.9	2.4%	2.1%	1.1	-0.2%	7.7%	3.7%
Cc1nn(C)c(Oc2ccccc2)c1[N+](=O)[O-]	-0.4	96	i	1.9	i	21.0	0.1%	-0.9%	1	0.8%	7.0%	10.2%
C/C(N)=C(/C#N)C(=O)COC(=O)C1CCN(C(=O)c2ccc(Cl)cc2)CC1	0.5	54	i	0.5	i	13.9	0.3%	1.0%	1.2	-1.7%	6.9%	6.4%
Clc1ccc(Cn2nnc(-c3ccccc3)n2)cc1	0.5	91	i	0.6	i	36.7	-0.8%	0.9%	1.1	4.7%	8.6%	0.7%
Nn1c(COc2cccc(Cl)c2)nc2ccccc2c1=O	1.9	54	i	0.6	i	40.2	-0.3%	4.7%	1	-7.2%	-1.4%	-0.9%
CCc1nc(C)cn1S(=O)(=O)c1cc(F)ccc1OC	1.0	44	i	0.6	i	55.8	0.8%	-0.4%	1	-2.7%	11.9%	7.9%
COCC(=O)N1CCCC(C(=O)c2ccc(-c3ccccc3)cc2)C1 (stereo not given)	0.8	76	i	0.4	i	60.5	0.5%	1.7%	.	-1.3%	7.3%	9.2%
CCCCN1CC(=O)N2[C@H](c3ccc(OC)cc3)[C@@H]3C(=O)N(CC)C(=O)[C@@H]3[C@]2(C)C1=O	-0.7	56	i	0.6	i	15.4	0.1%	-1.0%	.	9.5%	2.5%	15.1%
COc1ccccc1N1CCN(C2CCCN(C(=O)c3ccoc3C)C2)CC1 (stereo not given)	2.2	58	i	0.7	i	71.7	1.7%	1.8%	.	-6.2%	1.2%	28.4%
COc1ccc(C(=O)N2CCN(c3ccc(C)cc3C)CC2)cc1OC	-0.1	50	i	2.1	i	57.2	7.8%	7.7%	1	9.6%	6.1%	-2.3%
OC(COCc1cccs1)CN1CCCCCC1 (stereo not given)	-1.2	36	i	0.9	i	46.4	-0.2%	-0.2%	1.1	8.0%	-2.3%	2.3%
c1ccc2c(c1)NCCS2	-0.8	38	+	2.1*	i	26.9	-0.4%	1.8%	1	5.6%	2.6%	9.8%
COCCCNC(=O)CC1C[C@H](C(=O)N2CCOCC2)[C@@]2(C)c3[nH]c4ccc(OC)cc4c3CCN2C1=O (stereo not given in full)	4.7	63	i	0.6	.	.	0.0%	.	.	.	8.6%	.
COc1ccc(C)cc1NC(=O)NCCCCc1ccccc1	2.4	35	i	2.3	i	22.5	-0.3%	3.4%	.	2.3%	6.2%	-11.0%
CCOC(=O)C1(Cc2ccccc2)CCN(Cc2cn[nH]c2-c2ccccc2)CC1	-0.2	90	i	0.1	i	57.1	0.1%	6.2%	0.9	1.5%	9.9%	10.4%
O=C1CS/C(=N/N=C2C3CC4CC(C3)CC2C4)N1	-1.2	79	i	0.6	i	52.6	2.6%[50 µM]	3.2%	1.1	-12.1%	2.2%	16.9%
O=C(N/N=C/c1cn(-c2cccs2)nc1-c1ccccc1)c1ccccc1Cl	2.5	64	i	0.3	i	59.2	2.5%	?	1.1	3.4%	9.4%	6.7%
CC(C)CCNC(=O)C(c1cccs1)N(CC1CCCO1)C(=O)Cn1nnc2ccccc21 (stereo not given)	-2.5	35	i	1.0	i	56.6	1.0%	1.1%	1.1	-1.7%	9.8%	7.5%
O=C1N[C@@H](c2ccccc2)COC(=O)[C@@H](Cc2ccc(F)cc2)C/C=C\C[C@@H]1CC(=O)N(CCO)Cc1ccccc1	-0.6	43	?	.	i	11.5	-0.9%	.	.	.	-1.9%	.
O=C(Nc1ccc2c(c1)OCO2)C1CC(=O)N(CCc2ccccc2)C1 (stereo not given)	-0.5	44	i	0.8	i	23.9	-0.1%	-1.6%	1.1	-1.7%	-0.5%	24.9%
COc1cc(C(=S)N2CCN(c3cccc(Cl)c3)CC2)ccc1O	1.2	28	i	4.6	i	39.3	0.2%	-2.9%	1.1	-8.9%	-36.6%	4.6%
CC1(C)CC(=O)C2=C(C1)OC(N)=C(C#N)C2c1cc2c(cc1[N+](=O)[O-])OCO2 (stereo not given)	.	.	i	0.0	i	30.1	3.0%	0.8%	1.1	-30.4%	9.3%	20.1%
COc1ccc(C2=CC(c3ccc(OC)c(OC)c3)n3nnnc3N2)c(OC)c1 (stereo not given)	-0.8	74	i	1.1	i	46.7	-0.2%	21.1%	1.1	9.6%	7.7%	5.6%
O=C(CNC(=O)c1ccccc1F)NCCN1C(=O)S/C(=C\c2ccc3c(c2)OCO3)C1=O	2.7	54	i	0.8	i	23.5	-0.7%	0.5%	.	.	6.8%	.
COc1ccc(C)cc1NC(=O)C1CCN(S(=O)(=O)c2cccs2)CC1	-0.2	36	i	0.3	i	45.1	0.3%	0.5%	.	-3.3%	4.1%	22.5%
O=C(CSc1nnc(Nc2ccccc2)s1)NC1CCCC1	1.2	49	i	1.5	i	18.2	0.6%[50 µM]	.	.	.	-5.7%	.
C/C(=N/Nc1ncc(Br)cn1)c1ccc([N+](=O)[O-])cc1	2.5	70	i	0.4	i	12.9	0.6%	2.8%	.	1.4%	8.6%	4.7%
CCN(CC)CCN1C(=O)C(=O)/C(=C(/O)c2ccncc2)C1c1ccccc1F (stereo not given)	1.0	59	i	0.2	i	38.4	0.7%	1.7%	1.1	-7.1%	9.4%	7.0%
COC(=O)c1ccccc1NC(=O)c1sc(N)nc1C	2.6	33	i	0.7	i	53.9	0.0%	8.3%	1.1	3.2%	10.5%	18.0%
CSc1ccc(/C=N/N(C)S(=O)(=O)c2ccc(C)cc2)cc1	2.8	79	i	0.7	i	15.2	0.4%	2.0%	.	12.3%	6.8%	2.2%
CCOC(=O)c1ccc2c(c1)n(CC)c(/C=C/N(C)c1ccccc1)[n+]2CC	3.1	51	i	1.6	i	0.0	0.2%	4.8%	0.9	-11.0%	8.1%	11.7%
Cc1cc(OC(C)C(=O)NCCCN2CCOCC2)c2c(C)c(C)c(=O)oc2c1 (stereo not given)	1.0	50	i	1.8	i	4.1	0.1%	-0.3%	.	-8.5%	13.8%	12.8%
CCc1ccc(NC(=O)c2noc3c2CCCCC3)cc1	2.8	56	i	3.2	.	.	-1.3%	1.3%	1.1	-4.1%	1.3%	10.6%
O=C(NCCN1CCCCCC1)c1ccc(N2CCCC2=O)cc1	-1.1	65	i	1.0	i	34.7	2.8%	0.4%	1.1	-10.5%	9.2%	20.2%
O=C(CSc1nc2ccccc2c(=O)n1NC(=O)c1ccccc1)c1ccc(Cl)cc1	2.2	76	i	0.3	i	52.0	0.6%	3.1%	1.1	-1.8%	5.5%	8.7%
CCOc1ccc2oc(C(=O)N3CCN(c4ccccc4OCC)CC3)c(C)c2c1	4.0	63	i	0.6	i	24.4	0.6%[50 µM]	0.0%	.	2.0%	7.4%	5.0%
Clc1ccc(OCCNCCc2ccccc2)cc1	-0.9	54	i	1.1	i	51.0	4.9%	4.2%	.	3.2%	5.9%	13.9%
CC(C)(C)c1ccc(C(=O)NCCC(=O)N2CCC3(CC2)NCCc2[nH]cnc23)cc1	-0.4	67	i	3.9	i	14.9	0.3%	-1.1%	.	0.0%	7.4%	12.2%
Cc1cccc(/C(N)=N/OC(=O)C23CC4CC(CC(C4)C2)C3)c1	6.4	56	i	0.6	i	27.4	2.4%	6.5%	1	-1.1%	6.0%	6.3%
O=C(O)c1ccccc1-c1ccc(/C=C/c2cc(C(F)(F)F)[nH]c(=O)n2)o1	-0.7	90	i	0.3	.	.	-4.7%	.	1.2	-105.2%	16.1%	5.0%
CC(Sc1nc2ccccc2c(=O)n1CC1CCCO1)C(=O)Nc1ccc(S(N)(=O)=O)cc1 (stereo not given)	0.1	65	i	2.7	i	33.5	-0.3%[50 µM]	0.5%	.	8.0%	-1.1%	9.2%
O=C(NNC(=S)NCCc1ccccc1)c1ccc(Br)s1	1.7	34	i	0.2	i	33.2	4.0%	0.6%	2.4	-13.8%	9.9%	16.6%
COc1ccc(CCNC(=S)N2CCN(S(=O)(=O)c3ccc(C)cc3)CC2)cc1	2.0	44	i	1.1	i	45.5	1.8%[50 µM]	0.1%	.	6.3%	-1.3%	9.7%
COc1ccccc1N1CCN(C(=O)CCCCCn2c(=O)[nH]c3ccsc3c2=O)CC1	1.4	64	i	0.3	i	34.3	0.9%	1.6%	1.1	-1.4%	8.7%	13.3%
CCN(CC)S(=O)(=O)c1cc(NC(=O)[C@@H](NC(N)=O)C(C)C)ccc1C	-0.7	60	i	0.6	i	36.7	-0.2%	-0.1%	1.1	-0.3%	2.9%	1.3%
O=C(Nc1cccc(Cl)c1N1CCCCC1)c1ccc(N2CCOCC2)c([N+](=O)[O-])c1	1.4	51	i	0.4	i	36.1	0.3%	-0.4%	1.1	-5.0%	6.0%	5.2%
CN(C)/C=C(\C#N)C(=O)N/N=C/c1ccc(F)cc1	1.3	91	i	0.5	i	56.0	0.2%	2.4%	1.1	11.3%	12.9%	6.9%
